Compound activity from PubChem BioAssay.
FBW7 activator – activators of human E3 ligase FBW7 | AlphaScreen FBW7–phospho-cyclin E peptide binding, activator screen | normalized activity (activation), % at 26.1 µM | hit rate 0.13% among 650,000; in the data active = normalized activity above about 1.9%;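 note: purified mutant Fbw7 with reduced substrate affinity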
MITF primary – inhibitors of human MITF. AlphaScreen MITF homodimerization, bead proximity signal. inhibition, % at 2.6 µM. hit rate 0.91% among 650,000; in the data active = inhibition above about 50%;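 note: 0% = vehicle wells with protein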
Target sequence (O75030 whole entry, looked up): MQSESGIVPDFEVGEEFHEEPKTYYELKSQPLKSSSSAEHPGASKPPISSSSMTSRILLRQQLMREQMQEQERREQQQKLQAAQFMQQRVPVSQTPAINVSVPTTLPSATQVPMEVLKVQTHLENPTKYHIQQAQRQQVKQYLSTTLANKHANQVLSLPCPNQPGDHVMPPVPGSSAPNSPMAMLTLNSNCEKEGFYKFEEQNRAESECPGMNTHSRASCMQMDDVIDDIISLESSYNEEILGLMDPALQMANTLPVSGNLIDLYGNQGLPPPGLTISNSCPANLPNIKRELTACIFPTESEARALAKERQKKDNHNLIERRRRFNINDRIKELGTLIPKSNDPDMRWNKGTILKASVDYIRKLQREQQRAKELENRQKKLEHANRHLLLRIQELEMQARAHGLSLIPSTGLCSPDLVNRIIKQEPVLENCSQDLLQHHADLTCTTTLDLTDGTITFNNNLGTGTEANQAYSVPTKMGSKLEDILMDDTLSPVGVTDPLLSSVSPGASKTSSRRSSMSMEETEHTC
GPR151 ag – activates the human receptor GPR151 | activation, % at 11.2 µM | Q8TDV0 | PathHunter beta-arrestin GPR151 cells, luminescence | hit rate 1% among 650,000; in the data active = activation above about 4.9%;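 note: 0% = median of compound wells and 100% = cells with positive control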
Target sequence (Q8TDV0 whole entry, looked up): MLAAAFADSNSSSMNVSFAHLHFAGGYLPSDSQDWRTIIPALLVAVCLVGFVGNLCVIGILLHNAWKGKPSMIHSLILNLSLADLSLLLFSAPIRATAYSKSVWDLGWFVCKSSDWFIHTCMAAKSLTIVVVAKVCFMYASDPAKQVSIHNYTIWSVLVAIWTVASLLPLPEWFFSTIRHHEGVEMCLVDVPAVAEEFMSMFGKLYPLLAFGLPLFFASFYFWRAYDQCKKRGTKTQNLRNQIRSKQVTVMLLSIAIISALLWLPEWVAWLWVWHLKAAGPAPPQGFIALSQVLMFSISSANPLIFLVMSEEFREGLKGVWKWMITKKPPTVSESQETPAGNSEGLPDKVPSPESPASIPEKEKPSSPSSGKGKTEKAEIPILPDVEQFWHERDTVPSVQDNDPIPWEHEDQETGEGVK
TEAD-YAP inh – TEAD-YAP interaction inhibition; HEK-TIYL cells, TEAD-Gal4/YAP UAS-luciferase luminescence; inhibition, % at 9.12 µM; hit rate 1.4% among 640,000; in the data active = inhibition above about 32%;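 note: 0% = median of test compound wells and 100% = reference inhibitor wells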
An asterisk follows results filed as active; . = no result given; & = joins results of further samples; ! = repeats disagree. Rows were taken by chance. Share with any hit: about 3.4%.

smiles,FBW7 activator,MITF primary,GPR151 ag,TEAD-YAP inh
CC(NC(=O)CCc1ccccc1)c1nnc2n1CCN(Cc1c(F)cccc1F)CC2 (stereo not given),-0.1,1,-1.1,7
O=C(NC1CCCC1)C(c1cccs1)N(C(=O)c1ccno1)c1cccnc1 (stereo not given),0.1,12,-0.3,-3
O=C(O)C1(c2ccccc2)CCN(S(=O)(=O)c2ccc3c(c2)OCCO3)CC1,0.1,5,-1.3,11
CCOc1cc(-c2nc(C)c(C(C)=O)n2O)ccc1OCC(=O)Nc1ccc(F)cc1,0.1,6,1.8,-1
CCCC(=O)Nc1ncnc2c1ncn2[C@@H]1O[C@@H]2OP(=O)(O)OC[C@H]2[C@H]1OC(=O)CCC,0.0,17,-2.1,.
N/C(=N\OC(=O)c1ccco1)c1cccc(Br)c1,-0.1,0,-0.5,-50
O=C(NCC1CCC2(CCN(C(=O)Cc3cccs3)CC2)O1)C1CCCCC1 (stereo not given),0.3,26,-1.2,8
CC(=O)c1ccc(NC(=O)C2CCN(C(=O)Nc3ccccc3)CC2)cc1,0.2,5,-0.6,-34
CC1=C(C(=O)OCc2ccccc2)C(c2cccc(I)c2)C2=C(CC(=O)CC2(C)C)N1 (stereo not given),0.6,9,0.1,5
CCOC(=O)c1c(C)n(C)c2c1cc(OC(=O)c1ccccc1Br)c1ccccc12,0.0,8,-0.4,12
O=C1CCCCCN1CP(=O)(O)C1Cc2ccccc2C1,0.3,15,-0.1,5
COC(=O)Nc1nc2ccc(C(=O)c3ccc(F)cc3)cc2[nH]1,0.2&0.0&0.0,12&16&23,0.1&-2.3&-2.5,35*!

Ordered by number of heavy atoms (descending): 7 of the compounds above.
smiles,FBW7 activator,MITF primary,GPR151 ag,TEAD-YAP inh
CCCC(=O)Nc1ncnc2c1ncn2[C@@H]1O[C@@H]2OP(=O)(O)OC[C@H]2[C@H]1OC(=O)CCC,0.0,17,-2.1,.
CCOc1cc(-c2nc(C)c(C(C)=O)n2O)ccc1OCC(=O)Nc1ccc(F)cc1,0.1,6,1.8,-1
CCOC(=O)c1c(C)n(C)c2c1cc(OC(=O)c1ccccc1Br)c1ccccc12,0.0,8,-0.4,12
O=C(NCC1CCC2(CCN(C(=O)Cc3cccs3)CC2)O1)C1CCCCC1 (stereo not given),0.3,26,-1.2,8
COC(=O)Nc1nc2ccc(C(=O)c3ccc(F)cc3)cc2[nH]1,0.2&0.0&0.0,12&16&23,0.1&-2.3&-2.5,35*!
O=C1CCCCCN1CP(=O)(O)C1Cc2ccccc2C1,0.3,15,-0.1,5
N/C(=N\OC(=O)c1ccco1)c1cccc(Br)c1,-0.1,0,-0.5,-50

Additional results follow.
smiles,FBW7 activator,MITF primary,GPR151 ag,TEAD-YAP inh
O=C(NCCc1ccccc1)C1CC(=O)N(Cc2ccccc2)C(=Nc2ccc(F)cc2)S1 (stereo not given),0.1,1,-0.4,-4
CC1(C)CC(=O)C2=C(C1)OC(N)=C(C#N)C2c1ccc(OC(=O)c2ccccc2Cl)cc1 (stereo not given),-0.1,-4,3.6,9
O=C(CN(c1cccc([N+](=O)[O-])c1)S(=O)(=O)c1ccccc1)N(Cc1ccccc1)Cc1ccccc1,0.7,-4,-1.4,9
Cc1cc([N+](=O)[O-])cc2c1N(C)C(=O)C2(O)c1c(C)[nH]c2ccccc12 (stereo not given),0.0,-7,-0.3,1
COc1ccc(C2=NN(CCC(=O)NCC(OC)OC)C(=O)CC2)cc1,0.1,6,-0.9,0
C=CCNc1c2c(nc3nnnn13)CCCC2,0.0,-2,1.6,-1
Cc1cnc(-c2csc3ccccc23)nc1NCc1cccnc1,0.1,-1,-2.2,-47
Cc1nc(-c2cncc(-c3cc4ccccc4o3)c2)cc(=O)[nH]1,0.0,4,1.8,6
O=C(Nc1ccccc1-n1ccnc1)c1ncoc1-c1ccc(F)cc1,0.2,10,1.2,8
Cc1nc2ccccc2c(=O)n1-c1ccc(NC(=O)CC2CCCC2)cc1,-0.1,-3,-0.4,1
COc1ccc(N=c2scc(-c3cccs3)n2/N=C(\C)c2ccncc2)cc1,-0.3,20,0.8,-27
CCN(CC)c1ccc(NC(=O)/C=C/c2cc(OC)ccc2OC)cc1,-0.1,24,-1.5,3
COc1ccc(-n2c(=O)c3ccccc3n(CC(=O)NCc3ccco3)c2=O)cc1OC,0.0,3,-0.2,11
O=C(/C=C/c1ccco1)NCCC1CCCCN1S(=O)(=O)c1cccs1 (stereo not given),-0.1,4,-0.8,-4
COc1ccc2c3c(c(=O)oc2c1)CN(C(=O)c1ccco1)CC3,-0.3,2,1.2,-24
CCOc1ccc(C2/C(=C(/O)c3ccc(OC)cc3)C(=O)C(=O)N2CCCC(=O)O)cc1 (stereo not given),0.0,-2,2.8,17
COc1ccc(/C=C/C(=O)NCCCCNC(=O)/C=C/c2ccc(OC)cc2)cc1,-0.2,0,-1.3,-17
Cc1ccc(NC(=O)N2CCCc3ccccc32)cc1,-0.2,-4,0.3,-17
COc1ccc(-c2nc3scc(CCNS(=O)(=O)c4ccccc4)n3n2)cc1,-0.1,27,-0.7,0
N#CC1(C#N)[C@H](c2ccccc2F)[C@@H](C(=O)c2ccccc2)N2c3ccc(F)cc3C=C[C@@H]21,0.0,9,-1.3,-10
Cc1ccc(CN2CCN3C(=O)[C@@H](CC(C)C)NC(=O)[C@H]3C2)cc1,-0.5,-1,0.4,1
Cc1ccc(NS(=O)(=O)c2ccc(-n3cccn3)cc2)cc1,0.0,7,1.9,-5
COc1ccc(CCn2c(=O)c3ncccc3n(CC(=O)Nc3ccc(Cl)cc3)c2=O)cc1OC,0.1,-4,-0.1,5
CCOC(=O)c1c(/N=c2\oc3ccc4ccccc4c3cc2C(=O)Nc2ccc(C)cc2)sc2c1CCCC2,-0.1,-7,1.4,-8
CCCC(=O)Nc1ccc(NC(=S)NC(=O)CC(C)C)cc1,0.0,-14,0.0,7
COC(=O)CNC(=O)c1ccc(S(=O)(=O)N2CCCCC2)cc1,-0.1,-2,3.5,4
O=C(CSc1nc2ccc([N+](=O)[O-])cc2s1)NCCc1ccccc1,0.1,-8,-0.3,4
CC(C)C(O)c1ccc2c(c1)CN(Cc1cccc(OCCO)c1)CCO2 (stereo not given),0.0,7,1.1,2
O=C(Nc1nc(-c2cccc([N+](=O)[O-])c2)cs1)c1cc2ccccc2oc1=O,0.4,8,-1.6,9
O=C1c2ccccc2C(=O)N1N=C1CCCCC1,0.0,-6,-0.4,-8
Cc1occc1-c1nnc(SCC(=O)N2CCc3ccccc32)o1,0.0,1,2.3,4
CCCCCCCCC(O)/C=C/C=C/C=C\C(O)CCCC(=O)O (stereo not given),.,-11,-1.9,.
CC1(c2ccc3ccccc3c2)NC(=O)N(CC(=O)Nc2ccc(Cl)c(Cl)c2)C1=O (stereo not given),0.0,7,-1.6,-1
COc1ccc(Cc2nc3c4c5c(sc4ncn3n2)CCCCC5)cc1OC,0.0,-9,-1.2,12
CCCCN1C(=O)S/C(=C\c2ccc(OCC(=O)O)c(Cl)c2)C1=O,0.1,10,0.2,1
Cc1cccc(CCNC(=O)C(NS(=O)(=O)c2cccc3nsnc23)C(C)C)c1 (stereo not given),0.0,8,0.2,1
O=C(Cc1ccccc1)N1N=C(c2ccc(Br)cc2)CC1c1ccc(Br)cc1 (stereo not given),0.0,2,1.8,-1
COc1cccc2c(=O)cc(C)n(CC(=O)Nc3ccccc3C)c12,0.0,6,1.2,8
CC(NC(=O)COC(=O)c1ccc2c(c1)S(=O)(=O)c1ccccc1C2=O)c1ccccc1 (stereo not given),0.1,7,0.5,7
O=C(/C=N/OCC(=O)N1CCOCC1)Nc1ccc([N+](=O)[O-])cc1,0.1,-10,0.2,-1
Cc1ccc(NC(=O)c2ccc(Cl)c(Cl)c2)cc1,-0.1,-15,-1.5,-60
CN(C)c1nc(-c2ccc(Cl)cc2)ccc1C(=O)NCc1ccco1,-0.1,-6,-0.2,-2
O=C(O)C(Cc1ccccc1)N1C(=O)/C(=C\c2ccco2)SC1=S (stereo not given),0.3,17,-0.1,7
O=C(Nc1cccc(F)c1)Nc1ncn(Cc2ccccc2Cl)n1,0.8,17,-1.0,-32
COc1cc(/C=C2\C(=O)NC(=O)N(c3ccccc3Cl)C2=O)cc(Cl)c1O,-0.1,-3,0.3,14
CCN(CC)CCN1C2=NCCN2c2ccccc21,0.4,19,0.0,9
Cc1ccc(C(=O)Nc2cccc(C(=O)c3ccccc3)c2)cc1[N+](=O)[O-],0.1,11,1.6,-4
Cn1c(=O)[nH]c2c(nc(-c3ccc(Cl)cc3)n2C)c1=O,1.2,13,-1.6,4
Cc1cc(NCc2ccccc2)nc(-c2ccc(N3CCOCC3)nc2)n1,-0.1,8,3.0,-19
CCOc1ccc(/C=C2/C(=O)NN(c3ccccc3)C2=O)cc1OC,-0.1,-2,-0.2,-2
COc1ccc(-n2c(SCC(=O)C(C)(C)C)nc3c(sc(=S)n3-c3ccccc3)c2=O)cc1OC,-0.1,5,-0.8,2
COC(=O)c1c(NC(=O)Cn2nc(C)c([N+](=O)[O-])c2C)sc2c1CCC(C(C)(C)C)C2 (stereo not given),0.0,0,0.0,1
Cc1ccc2cc(CN3CCCC3)c(=O)n(Cc3ccccn3)c2c1,-0.1,-19,-0.7,-6
CC(CNS(=O)(=O)c1cc(Cl)ccc1Cl)CN(C)C (stereo not given),-0.1,6,-0.6,7
CC(C)Oc1ccc2c(c1)CC(C(=O)Nc1ccc(-c3cn[nH]c3)cc1)CO2 (stereo not given),-0.2,4,-0.8,3
COc1cc(/C=N\NC(=O)c2cc(C)oc2C)ccc1O,0.0,9,0.2,-13
CC(C)NC(=S)N1CCC(C(=O)NC(c2ccccc2)c2ccccn2)CC1 (stereo not given),0.3,23,-1.0,5
COCCn1nnnc1SCC(=O)c1ccc(F)cc1,0.0,-4,-0.8,-10
COCc1cc(=O)n2[nH]c(Cc3ccccc3)c(-c3ccccc3)c2n1,-0.1,-5,-0.4,2
c1ccc(CCCN2CCC(NCc3ccco3)CC2)cc1,0.2,7,0.3,4

(list continues)
smiles,FBW7 activator,MITF primary,GPR151 ag,TEAD-YAP inh
CCn1cnc2sc(C(=O)Nc3cc(OC)c(OC)c(OC)c3)c(C)c2c1=O,0.1,1,0.9,8
O=C(NC1CCN(Cc2ccccc2)CC1)c1ccnc(-c2ccc(N3CCOCC3)nc2)c1,-0.2,-2,1.5,-14
CC(=O)NC1(c2ccccc2)CCN(c2cc(C)nc(-c3ccccc3)n2)CC1,0.0,6,4.3,-9
COc1ccc(C2C(=O)N(C3CCCCCC3)CC(=O)N2Cc2ccccc2Cl)cc1 (stereo not given),0.1,-4,0.0,-2
COc1ccc(Nc2nn(-c3ccc(F)cc3)nc2C(C)=O)cn1,0.0,0,-0.6,-37
CCCCCOC(=O)c1ccc(OC(=O)c2sc3ncn(Cc4cccc(F)c4)c(=O)c3c2C)cc1,0.5,14,0.0,-12
Cc1cc(C(F)(F)F)c2c(NCc3ccc4ccccc4n3)n[nH]c2n1,0.1,0,4.2,-11
O=C(CNC(=O)C1CCCCC1)NNC(=O)CC12CC3CC(CC(C3)C1)C2,-0.1,-7,-1.3,-3
CCOC(=O)c1ccc(NC(=O)c2sc(NC(=O)COc3ccc(Cl)cc3)c(C(=O)OCC)c2C)cc1,0.2,-6,0.3,-4
COc1ccc(C(=O)/C=C2\N/C(=N\S(=O)(=O)c3ccc(N)cc3)NC2=O)cc1,0.0,7,-0.6,-9
CC(C)CC(=O)Nc1ccc(-c2csc(CC#N)n2)cc1,0.7,-8,-0.1,-16
O=C(NN=C1CCCCC1)C(=O)Nc1ccc(Cl)c(Cl)c1,-0.1,-5,0.6,-2
O=c1[nH]c(O)c(N=Nc2ccccc2[N+](=O)[O-])c(=O)[nH]1,0.7,0,-1.5,0
CC(C)CCn1c(N(C)Cc2ccccc2)nc2c1c(=O)[nH]c(=O)n2C,0.0,-5,-0.3,-12
CCN(CC)CCN=C(N)/C(C#N)=C/c1[nH]c2ccccc2c1O,0.0,14,-3.0,4
CC1CCCN(C(=O)c2cc(S(=O)(=O)N3CCCCC3)c[nH]2)C1 (stereo not given),0.0,11,-0.2,-3
